CHRM1 PAM: positive allosteric modulators of human M1 muscarinic receptor | P11229 | CHO-K1 hM1, Fluo-8 calcium fluorescence, ACh EC20; 0% = ACh EC20, 100% = maximal ACh | activation, % at 3 µM | 360,000 tested, 0.088% active | AID 588819; in the data active means activation above about 19%, passing the limit was not always enough
Target sequence (P11229 whole entry, looked up): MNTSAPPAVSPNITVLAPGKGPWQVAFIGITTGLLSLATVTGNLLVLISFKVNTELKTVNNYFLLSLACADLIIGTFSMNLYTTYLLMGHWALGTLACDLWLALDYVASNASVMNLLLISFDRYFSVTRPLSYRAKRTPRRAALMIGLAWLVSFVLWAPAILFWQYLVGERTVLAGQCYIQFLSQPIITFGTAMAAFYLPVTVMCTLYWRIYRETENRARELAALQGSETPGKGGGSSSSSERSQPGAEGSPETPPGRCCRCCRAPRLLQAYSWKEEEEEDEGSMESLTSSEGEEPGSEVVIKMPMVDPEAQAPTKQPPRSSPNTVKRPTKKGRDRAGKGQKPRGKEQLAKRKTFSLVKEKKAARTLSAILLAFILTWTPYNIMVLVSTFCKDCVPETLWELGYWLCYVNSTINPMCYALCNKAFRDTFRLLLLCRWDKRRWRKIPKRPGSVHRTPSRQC
CRFR2-BP antag: antagonists of CRF-binding protein/CRF-R2 receptor complex | HEK293 CRF-R2/CRF-BP, CRF-induced calcium fluorescence | inhibition, % at 11.8 µM | 350,000 tested, 0.59% active | AID 588475;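 active means inhibition of the ligand-induced calcium signal above about 50% at the single tested concentration, limit read from the data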
CRFR2-BP ag: CRF-BP/CRF-R2 complex agonism; activation, % at 13.2 µM; HEK293 CRF-R2/CRF-BP, calcium dye fluorescence (FLIPR); percent of saturating CRF peptide response; 350,000 tested, 0.46% active;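 active means activation of at least 50%, plus an integration ratio under a set limit after plate pattern correction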;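 further: plate controls were neutral control wells without compound for no effect and CRF at EC100 for full effect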
CHRM5 agonist: CHRM5 agonism in calcium assay. CHO-K1 hM5 cells, Fluo-8 calcium fluorescence; 0% DMSO wells, 100% maximal acetylcholine response. 360,000 tested, 0.19% active. activation, % at 3 µM. AID 624037. P08912;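 active means activation above the run's mean over test compounds plus 3 SD, cut at about 23% in these data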;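 further: signal is peak over basal fluorescence ratio across the kinetic read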
CHRM4 agonist: agonists of human muscarinic M4 receptor (CHRM4); CHO-K1 hM4/Gqi5, Fluo-8 calcium fluorescence; vehicle 0%, full acetylcholine response 100%; activation, % at 3 µM; 360,000 tested, 0.14% active; AID 624127;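 active means activation above the run mean over all test wells plus 3 SD, cut at about 32% in these data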;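 further: peak over basal fluorescence ratio per well then scaled between controls; 0% = DMSO wells and 100% = acetylcholine at EC100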
Target sequence (P08173 whole entry, looked up): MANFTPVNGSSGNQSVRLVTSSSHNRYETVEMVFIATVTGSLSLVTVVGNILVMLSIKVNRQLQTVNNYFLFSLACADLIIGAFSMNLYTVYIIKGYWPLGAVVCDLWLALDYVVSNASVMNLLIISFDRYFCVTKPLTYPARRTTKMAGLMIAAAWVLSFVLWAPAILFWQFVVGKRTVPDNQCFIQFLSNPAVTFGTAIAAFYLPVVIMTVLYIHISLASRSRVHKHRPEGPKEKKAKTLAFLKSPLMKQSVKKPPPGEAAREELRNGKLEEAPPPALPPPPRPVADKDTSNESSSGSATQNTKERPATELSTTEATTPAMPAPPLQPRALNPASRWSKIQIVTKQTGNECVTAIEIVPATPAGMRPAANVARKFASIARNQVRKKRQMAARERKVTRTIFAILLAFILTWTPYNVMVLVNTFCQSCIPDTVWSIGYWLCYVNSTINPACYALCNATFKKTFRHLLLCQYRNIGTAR
CHRM5 PAM: CHRM5 positive allosteric modulation. CHO-K1 hM5, Fluo-8 calcium, ACh EC20 PAM; 0% = ACh EC20, 100% = ACh EC100. activation, % at 3 µM. 360,000 tested, 0.3% active. AID 624038;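 active means activation above the run cutoff, the mean activation of all test compounds plus 3 SD, cut at about 18% in these data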
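system = human M5 receptor in CHO-K1 cells | reagent = EC20 acetylcholine as agonist stimulus | compound dosing = single-point, 3 µM nominal | incubation = Fluo-8 loading 80 min at 37 °C plus 30 min room temperature | detection = Fluo-8 calcium dye fluorescence, kinetic read | benchmarks = low control EC20 acetylcholine (0%), high control EC100 acetylcholine (100%)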
CHRM4 PAM: positive allosteric modulators of human muscarinic M4 receptor; P08173; CHO-K1 hM4/Gqi5, Fluo-8 calcium fluorescence, ACh EC20; 0% = ACh EC20, 100% = maximal ACh; activation, % at 3 µM; 360,000 tested, 0.4% active; AID 624126;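 active means activation above its plate's cutoff, the mean activation of sample wells plus 3 SD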; further: some results filed as inactive read as strong as hits
M5 antag: CHRM5 antagonism in calcium assay | P08912 | CHO-hM5 cells, Fluo-8 calcium fluorescence, ACh EC80 | inhibition, % at 3 µM | 360,000 tested, 0.59% active | AID 624040;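 active means inhibition above a per-plate cutoff, the mean of that plate's test compounds plus 3 SD, cut at about 27% in these data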;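 further: 0% = acetylcholine EC80 with DMSO and 100% = DMSO without agonist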
CHRM4 antagonist: CHRM4 antagonism in calcium assay. CHO-hM4 cells, ACh EC80, Fluo-8 calcium fluorescence. inhibition, % at 3 µM. 360,000 tested, 0.73% active. AID 624125;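 active means inhibition above its plate's cutoff, the mean inhibition of sample wells plus 3 SD, cut at about 27% in these data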;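 further: 0% = acetylcholine EC80 with DMSO and 100% = DMSO without agonist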
Numbers without * were called inactive; · = no result given. This is a random part of the collection; about 2.6% have a hit in one of these screens.

no.	SMILES	CHRM1 PAM	CRFR2-BP antag	CRFR2-BP ag	CHRM5 agonist	CHRM4 agonist	CHRM5 PAM	CHRM4 PAM	M5 antag	CHRM4 antagonist
1	O=C(NCc1ccc(F)cc1)c1cc2c(cc1Cl)N1CCCCCC1=NS2(=O)=O	4	7	0.4	-4	0	-1	3	10	2
2	COc1ccc(S(=O)(=O)N2CCOCC2)cc1NC(=O)Cc1ccc(Cl)c(Cl)c1	11	6	2.5	-1	2	4	8	-11	0
3	Cc1ccc(CNC(=O)CCc2c(C)nc3c(c(C)nn3-c3ccc(C)cc3)c2C)cc1	7	13	3.2	2	0	-2	8	7	-3
4	Cc1cccc(NC(=O)CSc2nc3ccccc3nc2N2CCCC2)c1	4	-7	0.3	-1	0	-1	1	-2	-7
5	CCN1CCN(C(=O)CN(c2ccc(F)cc2)S(=O)(=O)c2ccc(OC)c(OC)c2)CC1	8	-3	-1.7	-2	1	7	2	-8	-2
6	COc1cc(NC(=O)CCCNC(=O)Cn2cnc3sc(C)c(C)c3c2=O)cc(OC)c1OC	2	17	1.8	-3	1	-2	1	3	4
7	O=C(O)c1cn(-c2ccccc2)nc1C(=O)O	0	37	-1.9	0	1	2	0	-5	-5
8	CCn1c(SCC(=O)N2CCCc3ccccc32)nnc1-c1c[nH]c2ccccc12	0	1	-0.7	-1	11	-9	3	10	-10
9	Cc1cc(C(=O)CCC(=O)Nc2cccc(F)c2)c(C)s1	4	7	-0.4	-3	2	-5	3	3	-4
10	COc1ccc(C2C=C(C)Nc3nc(SC)nn32)cc1 (stereo not drawn)	6	-2	0.5	1	-2	4	5	-4	2
11	C(=NN1CCCCCC1)c1cccc2ccccc12	7	3	-4.9	0	0	-6	2	15	1
12	CN1CCN(C(=O)C2CCC(=O)N(Cc3cccc(C(F)(F)F)c3)C2)CC1 (stereo not drawn)	-1	-13	0.9	-2	1	-5	-2	5	8

The list goes on; the last 3 above are carried over.
no.	SMILES	CHRM1 PAM	CRFR2-BP antag	CRFR2-BP ag	CHRM5 agonist	CHRM4 agonist	CHRM5 PAM	CHRM4 PAM	M5 antag	CHRM4 antagonist
10	COc1ccc(C2C=C(C)Nc3nc(SC)nn32)cc1 (stereo not drawn)	6	-2	0.5	1	-2	4	5	-4	2
11	C(=NN1CCCCCC1)c1cccc2ccccc12	7	3	-4.9	0	0	-6	2	15	1
12	CN1CCN(C(=O)C2CCC(=O)N(Cc3cccc(C(F)(F)F)c3)C2)CC1 (stereo not drawn)	-1	-13	0.9	-2	1	-5	-2	5	8
13	N#Cc1ccc(S(=O)(=O)N2CCN(CN3C(=O)CC4(CCCC4)C3=O)CC2)cc1	3	-4	-1.5	1	1	3	3	2	-5
14	Cc1ccc(-n2ncc3c(NCCCn4ccnc4)ncnc32)c(C)c1	4	4	-2.1	-3	1	-5	2	2	-12
15	CCC1([N+](=O)[O-])COC(c2ccc(C)cc2)OC1 (stereo not drawn)	1	4	-1.3	-1	0	0	2	8	9
16	COc1ccc(CNC(=O)c2ccc(Br)s2)cc1OC	1	11	-0.4	2	4	-8	-4	11	7
17	Cc1cc(C)cc(Nc2nc3ccccc3c(=O)[nH]2)c1	8	-104	9.8	-5	3	-5	-10	-3	-4
18	CC(C)=C1C2CCC1C(C(=O)Nc1sc(C)c(-c3ccc(C(C)C)cc3)c1C(N)=O)C2C(=O)O (stereo not drawn)	-12	109*	78*	-9	-2	-13	-8	2	-8
19	Cc1cc(C)c(NC(=O)COC(=O)/C=C/c2cccc(C(F)(F)F)c2)c(C)c1	-1	-1	-0.2	2	0	3	1	-3	-1
20	COc1ccc(CCNC(=O)CS(=O)Cc2nc(-c3ccccc3F)oc2C)cc1OC (stereo not drawn)	1	-7	-1.1	-4	1	-4	0	5	-3
21	COc1ccccc1C(=O)C1CCCN(C(=O)c2cccc(Cn3cccn3)c2)C1 (stereo not drawn)	5	6	0.9	0	11	-7	-2	-5	-15
22	O=C(CC(c1ccc(F)cc1)c1ccco1)N1CCOCC1 (stereo not drawn)	28*	-13	1.4	-3	1	3	11	3	9
23	COc1ccc(NC(=O)Nc2ccc3c(c2)C(=O)N([C@H](C)CO)C[C@H](C)[C@H](CN(C)Cc2ccc(C(=O)O)cc2)OCCCC[C@@H](C)O3)cc1	-1	-18	0.9	2	1	0	-3	-3	-7
24	O=S(=O)(Nc1ccc2cn[nH]c2c1)c1ccc(C(F)(F)F)cc1	1	0	0.1	8	2	-6	-2	5	2
25	COc1ccc(-c2c(C)[nH]n3c(=O)c(Cc4ccccc4)c(C)nc23)cc1	8	-11	0.4	-6	1	-4	11	7	-2
26	O=C(c1cnc2ccccn2c1=O)N1CCc2ccccc21	12	-4	3.6	2	0	1	6	1	6
27	CC(=O)Nc1ccc(CN2CCc3c([nH]c4ccccc34)C2c2ccccn2)cc1 (stereo not drawn)	-2	-37	-0.1	-2	3	-11	2	22	-2
28	CCOC(=O)c1c(NC(=O)CNCCO)sc(C)c1C	4	-19	-1.4	0	0	-1	9	-10	-6
29	CCN1C(=O)[C@H]2[C@H]3CN=C(SCc4ccc(C(=O)OC)cc4)N3[C@@](CC)(C(=O)OC)[C@H]2C1=O	1	-2	-0.9	2	2	-3	-5	1	8
30	CC(=O)CC(C)(C)Nc1nc2cc([N+](=O)[O-])ccc2o1	7	20	-5.8	-2	1	-5	5	0	-3
31	CCN(C(=O)COC(=O)c1nc2nc(C)cc(C)n2n1)C1CCCCC1	0	2	-3.7	-1	0	2	4	3	-1
32	O=C(CNc1cccc(Br)c1)Nc1ccc(S(=O)(=O)N2CCCCC2)cc1	6	0	-0.9	1	14	-2	-2	10	6
33	CCc1[nH]c(=S)c(C#N)c(-c2ccccc2)c1C(=O)OC	-1	21	-0.8	-1	1	0	10	0	3
34	COC(=O)c1c(-c2ccc(OC)cc2)sc2ccc(-c3ccc4c(c3)OCO4)cc12	12	3	0.1	1	3	3	3	3	4
35	COc1ccc(/C=C(/NC(=O)c2ccccc2)C(=O)N/N=C/c2ccncc2)cc1	1	7	-0.4	-3	3	-1	9	3	4
36	CC1CC(C)(C)C2=NCCN21 (stereo not drawn)	4	6	6.6	1	2	-1	8	-10	-19
37	OC(c1ccc(F)c(F)c1)c1nc(-c2cccc(F)c2)cs1 (stereo not drawn)	-2	·	·	-1	1	2	-1	-6	-5
38	O=C(NCCO)c1cccc(-c2cnc3c(Nc4cccc(OC(F)(F)C(F)F)c4)nccn23)c1	-6	·	·	8	11	-7	-2	5	9
39	C=CCN1C(=O)/C(=C2/Sc3ccccc3N2C)SC1=Nc1ccccc1C	-2	-10	2.8	-2	0	1	-5	-2	6
40	COc1ccccc1NC(=O)COc1ccc(/C=N/NS(=O)(=O)c2ccc(C)cc2)cc1	4	7	-0.2	-4	1	2	-9	-1	11
41	COCCN(Cc1ccccc1)C(=O)c1cccc(S(=O)(=O)N2CCCc3ccccc32)c1	-3	7	0.2	-1	10	-14	-4	-2	-13
42	CCOC(=O)N1CCC(NC(=O)CSCc2nc(-c3cccc(OC)c3)oc2C)CC1	-1	11	-0.4	1	1	3	0	6	6
43	CCOc1ccccc1NC(=O)CCc1nnc2ccc(NCc3ccco3)nn12	10	4	-1.5	-3	2	0	0	3	-8
44	Cc1ccc(C)c(NC(=O)COc2coc(CN3CCc4ccccc4C3)cc2=O)c1	-2	4	1.6	0	6	-4	3	0	-9
45	CC(C)(C)OC(=O)N1CCC[C@H]1c1nnc(SCc2c(F)cccc2Cl)o1	-2	9	0.4	-4	2	-4	0	-1	-8
46	Cc1cccc(CNC(=O)Nc2nnc([C@@H]3C[C@H](O)[C@@H](CO)O3)s2)c1	8	·	·	0	1	-4	-2	8	-6
47	CC(C)(C)C(=O)NC1CCN(S(=O)(=O)c2ccc(C(F)(F)F)cc2)CC1	9	-5	1.0	-1	1	2	3	4	0
48	Cc1csc(NC(=O)CSc2nnc(-c3ccoc3C)o2)n1	6	9	-2.6	-1	3	0	9	-2	-17
49	CSC(=S)N/N=C(\C)c1ccc(Br)cc1	4	-8	-1.3	-7	-1	1	3	8	-5
50	COc1ccc(CC(=O)Nc2nc3ccccc3[nH]2)cc1	10	-14	-0.3	-1	0	7	-2	1	9
51	CCOC(=O)c1c(-c2ccc(C)o2)csc1NC(=O)CN1CCC(C(N)=O)CC1	3	-2	-0.2	2	7	8	-2	7	-3
52	CN1CCN(C(=O)/C(=C/c2cccc([N+](=O)[O-])c2)NC(=O)c2ccccc2)CC1	10	5	0.5	-1	0	1	1	8	-1
53	CCOc1ccc(N(CC(=O)NC2CCCCC2)C(=O)Cn2nnc(-c3ccc(C)o3)n2)cc1	2	-2	-1.3	-3	1	-7	-3	22	-17
54	O=C(NC(Nc1ncccn1)C(=O)c1ccccc1)c1ccccc1 (stereo not drawn)	2	-9	0.2	2	5	-7	-2	4	2
55	Cc1cc(=O)oc(C)c1C(=O)Nc1ccc(F)cc1	12	-8	-0.7	-2	0	-3	0	14	5
56	CCCNC(=O)CCn1c(-c2ccc(C)cc2)cc(C(=O)OCC)c1C	-6	7	-4.3	-9	-1	-10	-5	3	1
57	COc1ccc(NC(=O)NCc2ccccn2)c(OC)c1	10	-1	3.0	-1	3	5	7	2	-6
58	Cc1cc(S(=O)(=O)N2CCN(c3ccccc3F)CC2)ccc1-n1cnnn1	-1	23	-0.6	0	8	-3	-4	-4	3
59	Cc1ccc2cc(C(c3nnnn3Cc3ccccc3)N3CCc4ccccc43)c(=O)[nH]c2c1C (stereo not drawn)	2	-30	-1.4	4	1	-2	-5	4	8

Screening results as filed in PubChem.
